# Screens (PubChem)
# ERK EGF block: blocks ERK signaling stimulated by EGF | HEK293-V1b, EGF-stimulated phospho-ERK AlphaScreen | Potency, µM (series often up to 11.5 µM), inactives show at the top dose activity change, negative = inhibition, most hits filed as inhibitors | 130,000 compounds, 0.41% hits; active = well fitted inhibition curve with a large enough effect; inconclusive = small, poorly fitted or top-dose-only effect, or effect the other way;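 also: plate controls were stimulated vehicle wells for no effect and unstimulated vehicle basal for full effect; nearly all actives have a fitted effect of over 55% in size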
#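 Homogeneous cell-based phospho-ERK assay: HEK293/V1b cells in 1% FBS, compound 30 min then EGF 5 min, AlphaScreen luminescence. Activity normalized between DMSO and 25 nM EGF controls; AC50 from Hill modelling.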
# * = called active by the depositor; ? = inconclusive; [ ] = another dose, or the depositor's remark. Potency is read from the fitted curve at half-maximal effect. This is a subset. The share of hits here may be higher or lower than overall.
SMILES,ERK EGF block
N#Cc1cccc(NC(=O)Cc2ccccc2)c1,1%
CCCCC#Cc1cncc(C(=O)N/N=C/c2ccccc2)c1,-1%[57.5 µM]
N#CCC(=O)N/N=C/c1cn(Cc2ccc3ccccc3c2)c2ccccc12,-2%[57.5 µM]
COc1ccc(Cl)cc1C(=O)NNC(=O)CCNC(C)=O,-7%
O=c1[nH]ncc(N/N=C\c2cccs2)c1Cl,8%
CC1=C(C(=O)OCc2ccccc2)C(c2ccc(Cl)cc2Cl)NC(=O)N1CCCC(=O)O (configuration not stated),10%
CCC(=O)N1CCN(c2ccc(NC(=O)c3cc4ccccc4o3)cc2)CC1,-7%
COc1ccc(C2C(C#N)=C(N)OC3=C2C(=O)CC(C)(C)C3)cc1Cn1nc(C)c([N+](=O)[O-])c1C (configuration not stated),-7%
Nc1ccccc1Oc1ccc2ccccc2c1,6%
Cc1nn2c(NCc3ccccn3)cc(C(C)(C)C)nc2c1-c1ccccc1,-2%[57.5 µM]
COC(=O)c1[nH]c2cccc(C)c2c1NC(=O)CN1CCCc2ccccc21,1%
CC(=O)C1=C(c2cccc([N+](=O)[O-])c2)N(C(C)=O)n2c(C)nnc2S1,-1%
CCn1ncc(CNC(=O)c2cccc([N+](=O)[O-])c2)c1C,-1%
Cc1cc(C(=O)N/N=C/c2ccco2)c2ccccc2n1,0%
O=C(CCC1CCCN(C(=O)c2cc(C3CC3)[nH]n2)C1)N1CCN(c2ccccn2)CC1 (configuration not stated),29%
CCC1(C)Cc2c(sc3nc(SCC(=O)c4ccccc4)[nH]c(=O)c23)CO1 (configuration not stated),?
Nc1ccc(C(=O)OCC(=O)N2CCc3ccccc3C2)cc1[N+](=O)[O-],-11%
c1ccc(-c2nc3c4ccccc4ccn3c2CN2CCOCC2)cc1,0%[57.5 µM]
Cc1nc2ccc(Cc3ccc4nc(C)[nH]c4c3)cc2[nH]1,-1%
O=[N+]([O-])c1ccc(Nc2ccc(F)cc2)nc1,19%

# Overlap with the part before: six compounds; new compounds follow.
SMILES,ERK EGF block
O=C(CCC1CCCN(C(=O)c2cc(C3CC3)[nH]n2)C1)N1CCN(c2ccccn2)CC1 (configuration not stated),29%
CCC1(C)Cc2c(sc3nc(SCC(=O)c4ccccc4)[nH]c(=O)c23)CO1 (configuration not stated),?
Nc1ccc(C(=O)OCC(=O)N2CCc3ccccc3C2)cc1[N+](=O)[O-],-11%
c1ccc(-c2nc3c4ccccc4ccn3c2CN2CCOCC2)cc1,0%[57.5 µM]
Cc1nc2ccc(Cc3ccc4nc(C)[nH]c4c3)cc2[nH]1,-1%
O=[N+]([O-])c1ccc(Nc2ccc(F)cc2)nc1,19%
COc1cc2cc(C(=O)O)n(C)c2c(OC)c1OC,-6%[57.5 µM]
COc1ccc(CNC(=O)/C=C/c2ccc(S(=O)(=O)NCc3ccco3)cc2)cc1OC,3%
Cc1ccccc1N1CCN(C(=S)c2ccc(-c3ccc([N+](=O)[O-])cc3)o2)CC1,?
COC(=O)COc1cccc2c(=O)n(CC(=O)NCCc3ccc(OC)c(OC)c3)ccc12,?
CCc1cc(C(=O)Cc2ccc(F)cc2)c(O)cc1O,?
COc1cc(OC)cc(-c2cc3nc(C)c(CCC(=O)NCc4ccccc4)c(C)n3n2)c1,2%[57.5 µM]
C[C@]12C=CC(=O)C=C1CCC1C2C(=O)C[C@]2(C)C1CC[C@]2(O)C(=O)CO (some centres not stated),25%
O=C1/C(=C/N(C(=O)c2ccco2)c2ccc(Cl)cc2)Sc2ccccc21,5%
O=C(O)CCn1cc(/C=C/C(=O)c2ccc(Cl)cc2)c(-c2cccc(Br)c2)n1,-15%[57.5 µM]
CC(C)C[C@H](NC(=O)c1nc[nH]c1C(=O)N1CCc2ccccc2C1)C(=O)OC(C)(C)C,-10%[57.5 µM]
COc1ccc(NC2=CC(c3ccc(OC)cc3)N(c3ccc(OC)cc3)C2=O)cc1 (configuration not stated),-7%
CSCc1nnc(NC(=O)c2ccc(S(=O)(=O)N(C)C)cc2)o1,-3%
O=C(Cc1ccccc1[N+](=O)[O-])NCc1ccco1,23%[57.5 µM]
CC(=O)c1cc(CN2CCN(CCC(C)C)C(CCO)C2)cs1 (configuration not stated),-4%[57.5 µM]
CCOc1ccc2nc(NC(=O)NC3CCCCC3)sc2c1,-8%[57.5 µM]
CCOC(=O)c1ccc(NC(=O)C(C)Sc2nc(O)c(-c3ccccc3)c(=O)[nH]2)cc1 (configuration not stated),-8%
COc1ccccc1CNc1ncnc2nc[nH]c12,6%
Cc1sc2ncn(Cc3ccccc3F)c(=O)c2c1C,-9%
Cc1cccc(CSCc2ccc(C(=O)NC3CCCC3)o2)c1,-10%
CC1=NCCN1CCNC(=O)Nc1ccc(C(C)(C)C)cc1,3%[57.5 µM]
O=C1N(Cc2cccc(Cl)c2)C[C@@H]2C[C@@H](c3cccc4cccnc34)N3CCC[C@@]123,-10%
COc1ccccc1NC(=O)CSc1nnc(COc2ccccc2OC)n1C,4%
Cc1ccc(N2C(=O)C3CCC(C)(C2=O)C3(C)C)cc1C (configuration not stated),11%
CC(C)N(C(=O)/C=C/c1cccc([N+](=O)[O-])c1)C(C)C,-9%
S=C(NCc1ccc(Cl)cc1)NC1CCN(Cc2ccccc2)CC1,-4%
O=C(Nc1ccccc1F)Nc1ccccc1Br,-7%
CCOC(=O)Cc1cnc(N)s1,22%
Cc1ccc(OCC(=O)Nc2ccc(CN3CCCCC3)cc2)c(C)c1,?
O=C1CC(N(CCc2ccccc2)C(=S)Nc2ccccc2)C(=O)N1c1ccc(Br)cc1 (configuration not stated),6%
O=C(Nc1cccc(NC(=O)c2cccnc2Cl)c1)c1ccco1,4%
O=C(NCc1ccc(F)cc1)Nc1cccc(Cl)c1,-8%
O=C(CN1CCN(c2ccccc2)CC1)N/N=C/c1cccc(F)c1,6%
O=C(NCC1CCCO1)C(c1ccncc1)N(Cc1ccc(F)cc1)C(=O)CN1C(=O)c2ccccc2S1(=O)=O (configuration not stated),1%
COC(=O)c1ccc(NC(=O)c2snnc2-c2ccccc2)cc1,-1%
COc1cc(/C=C/c2nc(N)nc(-c3ccccc3O)n2)cc(OC)c1OC,6%
Cn1nccc1C(=O)N1CCc2c([nH]c3ccccc23)C1c1ccc(F)cc1 (configuration not stated),0%
CC1Cc2ccccc2N1CC(=O)Nc1cccc(S(N)(=O)=O)c1 (configuration not stated),0%
CS(=O)(=O)N1CCN(C(=O)c2cc(-c3cccnc3)nc3ccc(Br)cc23)CC1,-10%
O=S(=O)(c1ccccc1)N1CCC2(CC1)CN(c1ncccn1)C2,3%
Cc1ccc2oc(=O)c3cc(C(=O)N4CCN(C)CC4)sc3c2c1,-10%[57.5 µM]
COc1cc(C(=O)Nc2ccc(S(=O)(=O)N(C)c3ccccc3)cc2)cc(OC)c1OC,8%
O=[N+]([O-])c1ccc(OCC(O)CN(CCO)CCO)cc1 (configuration not stated),-5%
O=c1sc(/C=N/Nc2ccccc2)c(Cl)n1Cc1ccccc1,-5%
COc1nccnc1NS(=O)(=O)c1ccc(NC(=S)NC(=O)/C=C/c2ccccc2)cc1,-3%
C/C(=N/OC(=O)c1cccc(C(F)(F)F)c1)c1cnccn1,-8%
CC(Sc1nnc(Cc2ccc3c(c2)OCO3)o1)C(N)=O (configuration not stated),-8%
CCN(C(=O)Cn1nc(C(=O)O)c2ccccc2c1=O)C1CCCCC1,9%
Cc1nonc1C(=O)N/N=C/c1ccncc1,2%
N#C/C(=C\c1ccc([N+](=O)[O-])cc1)C(=O)NCCCn1ccnc1,-3%[57.5 µM]
Cn1c(=O)c2c(ncn2CCC(=O)N/N=C/c2ccncc2)n(C)c1=O,-3%[57.5 µM]
CCOC(=O)c1cnc(-c2ccccc2)nc1C(F)(F)F,-3%
COC(=O)Cc1nc(Nc2ccccc2)sc1C,-7%[57.5 µM]
Cc1cc(C)n(C(=O)/C(C#N)=C/N(C)C)n1,-4%
N#Cc1c(Cn2cncn2)nc(=O)n(-c2ccccc2)c1N,-7%
Cc1ccc(C(=O)N2CCN(S(=O)(=O)N3CCOCC3)CC2)cc1,6%
Cc1ccc2c(c1C)OC(=O)CC2(C)C,-4%
COc1ccccc1OCC(=O)NCCCn1ccnc1,-5%
CCN(CC)C(=O)CN(c1cccc([N+](=O)[O-])c1)S(=O)(=O)c1ccccc1,-5%
NC1=NC[C@H](c2ccccc2)N1CCc1cccc(F)c1,-7%[57.5 µM]
Cc1cc(C(=O)N2CCN(C(=O)c3ccco3)CC2)ccc1[N+](=O)[O-],-8%
# Remaining list, next part.
SMILES,ERK EGF block
O=C(CSc1nnc(SCc2ccccc2)s1)NNC(=S)Nc1ccccc1,6%
CCOC(=O)c1ccccc1NC(=O)c1ccc2nccnc2c1,-4%
CC(=O)c1ccc(NC(=O)Cn2c3ccccc3c3nc(=O)cc(C)n32)cc1,1%[57.5 µM]
NC(CO)c1cn([C@@H](CCC(=O)O)C(=O)N2CCNCC2)nn1 (some centres not stated),-11%[57.5 µM]
COc1ccc(C(=O)NNC(=O)CNC(=O)C2CCCCC2)cc1,5%
C=CCN1C(c2cccc(C(F)(F)F)c2)=CS/C1=C(/C#N)c1nnc(N2CCOCC2)n1-c1ccccc1,4%
CCN(CC)C(=O)COc1ccc(/C(C)=N/NC(=O)c2ccccc2Br)cc1,-3%
Cc1cc(C)cc(-c2cc3c(c(-c4c(O)c(-c5cc(C)cc(C)c5)cc5c4CCCC5)c2O)CCCC3)c1,-6%
C#CCNC(=O)C1=C[C@H](c2csc3ccccc23)[C@@H](CCCO)[C@H](OCC)O1,0%[57.5 µM]
Cc1cccc2sc(NNC(=O)c3ccc(S(=O)(=O)N4CCCC(C)C4)cc3)nc12 (configuration not stated),?
COc1ccc(-c2n[nH]c(=S)n2/N=C/C=C\c2ccccc2OC)cc1,0%
O=C(CCSc1ccc(Cl)cc1)NN=C1CCCCCC1,0%
O=S(=O)(NCc1ccco1)c1ccccc1Br,-18%[57.5 µM]
O=C(Cn1nc(C(=O)O)c2ccccc2c1=O)Nc1ccc2c(c1)C(=O)c1ccccc1C2=O,2%[57.5 µM]
COCC(=O)N(c1ccccc1)C(C)C(=O)OC (configuration not stated),3%
CC1CC[C@]2(CO)CC[C@]3(C)C(=CCC4[C@@]5(C)CCC(O)C(C)(C)C5CC[C@@]43C)C2C1C (some centres not stated),-9%
CC(=O)Nc1cccc(/C(C)=N/NC(=O)c2c(-c3ccccc3Cl)noc2C)c1,0%
Cc1cccc(NC(NC(=O)c2ccccc2[N+](=O)[O-])C(Cl)(Cl)Cl)c1 (configuration not stated),1%
O=C(Cc1ccc(Cl)cc1Cl)Nc1cccc(S(=O)(=O)Nc2ccccc2F)c1,4%
O=C(CCCn1c(=S)[nH]c2ccsc2c1=O)Nc1ccc2c(c1)OCO2,-13%
Cc1ccc(CN2CCN(Cc3cnc(N4CCOCC4)s3)CC2CCO)cc1 (configuration not stated),4%
Cc1c(C(=O)O)oc2c1/C(=N\O)CCC2,-2%
Cc1noc(C)c1S(=O)(=O)Nc1ccccc1Oc1ccccc1,-4%[57.5 µM]
O=C(Cn1c2c(sc1=O)C1c3ccccc3OCC1CS2)Nc1ccc(Cl)cc1 (configuration not stated),-3%
O=C(NC(=S)Nc1ccc(N2CCOCC2)cc1)c1cccc(Cl)c1,9%
Cc1ccccc1C(=O)OCCCN=C1NS(=O)(=O)c2ccccc21,-1%
O=C(Nc1ccc(N2CCN(C(=O)c3ccccc3F)CC2)cc1)c1ncn[nH]1,1%
COC(=O)c1c(O)cc(=O)n2c1CCCCC2,-3%
O=C(Nc1ccccc1C(F)(F)F)c1cc(-c2ccccc2O)on1,-5%
Cc1nc2ccccn2c1C(=O)N/N=C/c1ccc([N+](=O)[O-])cc1,3%[57.5 µM]
CCO[C@@H]1OC(C(=O)O)=C[C@H](c2ccc3c(c2)OCO3)[C@H]1CCCO,-1%[57.5 µM]
O=C(Nc1ccc(N2CCN(C(=O)c3ccco3)CC2)cc1)c1cccnc1Cl,5%
COc1ccc(C2c3c(ncn(CCCO)c3=N)Oc3ccc4ccccc4c32)cc1OC (configuration not stated),-2%[57.5 µM]
CCOC(=O)C1CCN(c2ncnc3c2c(-c2ccccc2)cn3-c2ccccc2)CC1,-3%
O=C(CSc1nc2ccccc2c(=O)n1-c1ccc(F)cc1)Nc1ccc(N2CCOCC2)cc1,3%
N#Cc1c(NC(=O)c2cccc(S(=O)(=O)Nc3ccc(C(=O)O)cc3)c2)sc2c1CCCC2,5%[57.5 µM]
Clc1ncc2[nH]cnc2n1,2%[57.5 µM]
COC(=O)[C@@]1(Cc2ccccc2)[C@H]2c3cc(C(=O)N(C)C)n(Cc4cc(F)c(F)c(F)c4)c3C[C@H]2CN1C(=O)c1ccccc1,-2%
O=[N+]([O-])c1ccccc1OCCCn1cnc2ccccc21,-11%
CNC(=O)NNC(=O)c1csc(Cc2c(Cl)sc3ccc(Cl)cc23)n1,7%[57.5 µM]
CCCCNC(=O)NNC(=O)c1cc(C)on1,-6%[57.5 µM]
O=C(O)/C=C/C(=O)Nc1ccc(Cl)cc1C(=O)c1ccccc1,11%[57.5 µM]
CCCNc1cc(C)c(C#N)c2nc3ccccc3n12,-1%
Cc1ccc(C(=O)COc2ccccc2N2C(=O)c3ccccc3C2=O)cc1,2%
O=C(CCc1ccccc1)NNC(=O)Cc1ccc(Cl)cc1,-8%
CC(C(=O)Nc1ncn[nH]1)N1C(=O)c2ccccc2C1=O (configuration not stated),3%

# Rewritten as labelled records: entries from further up
CC(C(=O)Nc1ncn[nH]1)N1C(=O)c2ccccc2C1=O (configuration not stated)
  ERK EGF block: 3%

CCCNc1cc(C)c(C#N)c2nc3ccccc3n12
  ERK EGF block: -1%

O=C(CCc1ccccc1)NNC(=O)Cc1ccc(Cl)cc1
  ERK EGF block: -8%

CCCCNC(=O)NNC(=O)c1cc(C)on1
  ERK EGF block: -6%[57.5 µM]
